NPY1 pot ag = human NPY-Y1 potentiation or agonism, primary screen; NPY-Y1 expressing cells, potentiator/agonist activation; activation, % at 3.6 µM; hit rate 0.37% among 220,000; P25929; AID 1304; in the data active = activation above about 33%, passing the limit was not always enough;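 also: cells stimulated with NPY at EC10 then isoproterenol at EC100; 0% = low agonist plus stimulus and 100% = saturating agonist plus stimulus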
p97 ATPase inh = inhibitors of human p97 ATPase; hit rate 0.42% among 220,000; inhibition, % at 8 µM; recombinant p97 ATPase, Kinase-Glo ATP luminescence, 3 h; AID 1481; in the data active = inhibition above about 15%;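 also: 0% = DMSO vehicle and 100% = wells lacking enzyme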
Target sequence (P55072 whole entry, looked up): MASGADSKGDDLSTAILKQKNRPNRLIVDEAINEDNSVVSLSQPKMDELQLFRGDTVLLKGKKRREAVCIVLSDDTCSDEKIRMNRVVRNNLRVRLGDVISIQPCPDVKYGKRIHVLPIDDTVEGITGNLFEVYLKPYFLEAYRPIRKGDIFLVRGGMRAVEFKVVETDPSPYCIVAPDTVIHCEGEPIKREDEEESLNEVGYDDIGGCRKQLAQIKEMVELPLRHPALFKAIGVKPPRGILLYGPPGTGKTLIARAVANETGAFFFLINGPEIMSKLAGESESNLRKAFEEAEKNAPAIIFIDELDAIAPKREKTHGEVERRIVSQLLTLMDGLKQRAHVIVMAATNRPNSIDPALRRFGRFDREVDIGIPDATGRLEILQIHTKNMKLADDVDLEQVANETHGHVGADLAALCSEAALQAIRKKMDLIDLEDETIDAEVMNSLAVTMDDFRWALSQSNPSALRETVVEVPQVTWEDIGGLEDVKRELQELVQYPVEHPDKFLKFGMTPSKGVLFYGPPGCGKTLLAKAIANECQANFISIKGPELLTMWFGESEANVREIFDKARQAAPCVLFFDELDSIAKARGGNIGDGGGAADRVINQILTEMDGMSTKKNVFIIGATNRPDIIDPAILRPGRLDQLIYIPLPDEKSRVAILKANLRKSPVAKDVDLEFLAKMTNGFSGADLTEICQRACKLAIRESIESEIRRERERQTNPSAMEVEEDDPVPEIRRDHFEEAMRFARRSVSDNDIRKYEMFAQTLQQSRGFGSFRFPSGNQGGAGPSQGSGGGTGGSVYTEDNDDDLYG
MDM2 E3 inh = Mdm2 E3 ligase (human) inhibition. hit rate 0.11% among 210,000. Q00987. signal enhancement, % at 5 µM. cell-based MDM2 ubiquitination luciferase reporter, 2 h; 0 = plate control, 100 = twice control, blank-subtracted;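 active = signal enhancement of 30% or more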;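 also: luminescence tracks abundance of the self-degrading MDM2-luciferase fusion protein; higher signal means inhibition of MDM2 E3 ligase activity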
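Material: stable MDM2–luciferase fusion reporter cells / Quantity: 2000 cells/well / Dosing: single 5 µM compound dose, 0.2% final DMSO / Buffer or medium: DMEM / Schedule: 4 h cell settling then 2 h compound exposure, 37 °C / Detection: luminescence with SteadyLite reagent, 15 min at room temperature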
Runt-CBFb FRET = blocks binding of human RUNX1 Runt domain to CBFb; Q01196+Q13951; hit rate 0.46% among 220,000; Cerulean-Runt/Venus-CBFb FRET ratio 530/480, 1 h; inhibition, % at 20 µM;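 active = inhibition over about 50% at 20 µM in the single-dose screen, limit read from the data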;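 also: 0% = DMSO wells and 100% = excess unlabeled CBFb competitor control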
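Doses: 20 µM compound in 1% DMSO | Material: Cerulean-labeled Runt domain protein | Amount: Each fluorescent fusion protein 100 nM | Schedule: Two 1 h room-temperature incubations shielded from light | Measured by: FRET fluorescence | Evaluation: Loss of energy transfer signal | Controls: Unlabeled CBFb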
Hck-Nef inh = inhibitors of human Hck kinase activated by Nef; Recombinant Hck-YEEI plus Nef, Z-Lyte FRET kinase assay; inhibition, % at 20 µM; hit rate 0.68% among 220,000;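 active = Hck-Nef kinase inhibition above about 50%, limit read from the data; inactive = inhibition below that limit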;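 also: 0% = DMSO with Hck plus Nef and 100% = Hck alone without Nef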
NPY-Y2 PAM-ag = human NPY-Y2 potentiation or agonism, primary screen. P49146. cells expressing NPY-Y2, potentiator/agonist read-out. activation, % at 3.6 µM. hit rate 0.45% among 220,000; in the data active = activation above about 27%;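 also: cells stimulated with NPY near EC25 plus isoproterenol at EC100; 0% = vehicle plus submaximal agonist and 100% = vehicle plus saturating agonist; some results beyond the cut were filed as inactive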
NPY-Y1 antag = antagonists of human neuropeptide Y receptor Y1. P25929. HEK293-CNG Y1 cells, membrane potential fluorescence; NPY at EC95, then isoproterenol. inhibition, % at 3.6 µM. hit rate 1% among 200,000;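 active = inhibition above the campaign mean inhibition of all tested compounds plus 3 SD, cut at about 20% in these data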;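 also: 0% = DMSO wells given NPY plus isoproterenol and 100% = isoproterenol alone without NPY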
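Material: HEK293 Y1/CNG channel cell line | Also added: NPY (25 nM), isoproterenol (1 µM), Ro 20-1724 (25 µM) | Compound: One concentration, 3.6 µM, in 0.4% DMSO | Schedule: 3 h dye uptake, 1 h room-temperature compound, 45 min post-isoproterenol | Signal: Membrane-potential fluorescent dye readout | Read-out: % inhibition of NPY effect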
Runt-SMMHC FRET = inhibitors of human RUNX1 Runt domain binding to CBFb-SMMHC; inhibition, % at 20 µM; hit rate 0.74% among 220,000; AID 1434; Cerulean-Runt/Venus-CBFb-SMMHC FRET ratio 530/480, 1 h; Q01196+Q13951;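 active = mean inhibition across duplicate retests at 20 µM reaching about 50%, limit read from the data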;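 also: 0% = DMSO wells and 100% = wells with excess untagged CBFb-SMMHC; inhibitors lower the FRET ratio by blocking Runt binding to CBFb-SMMHC; some results filed as inactive read as strong as hits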
RBBP9 inhibitor = human RBBP9 hydrolase inhibition; O75884; recombinant RBBP9, FP-Rh probe fluorescence polarization; inhibition, % at 7.94 µM; hit rate 0.2% among 220,000; AID 1515;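 active = inhibition above the campaign mean of all tested compounds plus 3 SD, cut at about 14% in these data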;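 also: plate controls were DMSO wells with RBBP9 for no effect and wells lacking RBBP9 protein for full effect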
Target sequence (O75884 whole entry, looked up): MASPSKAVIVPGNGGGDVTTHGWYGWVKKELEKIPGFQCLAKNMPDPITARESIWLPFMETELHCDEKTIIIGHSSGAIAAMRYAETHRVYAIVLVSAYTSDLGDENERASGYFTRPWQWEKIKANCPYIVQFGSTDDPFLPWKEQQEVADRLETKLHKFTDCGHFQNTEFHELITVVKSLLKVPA
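Test system: recombinant human RBBP9. Quantity: 2.5 µM RBBP9 dispensing solution, before mixing. Detection: FP readout at 525/598 nm. Reagent: Serine-hydrolase probe FP-Rh, 375 nM pre-mixing. Measure: % inhibition. Control set: DMSO-treated enzyme wells and wells lacking RBBP9. Buffer or medium: Tris-NaCl-Pluronic buffer, pH 8.0. Times: preincubation 30 min plus labeling 45 min at 25 °C.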
Active calls of the source: *; · = no result given.

no.	mol	RBBP9 inhibitor	NPY-Y2 PAM-ag	Runt-SMMHC FRET	MDM2 E3 inh	Runt-CBFb FRET	p97 ATPase inh	NPY-Y1 antag	Hck-Nef inh	NPY1 pot ag
1	COC(=O)CC(NC(=O)Nc1ccc(C)cc1)c1cccc([N+](=O)[O-])c1 (stereo unspecified)	-7	14	5	-5	-2	0	3	-5	9
2	CC1CCCN(c2nc3ccccc3nc2C(C#N)S(=O)(=O)c2ccccc2)C1 (stereo unspecified)	4	1	-47	-4	-14	1	9	0	-14
3	COc1ccc(Cn2nnnc2C(C(C)C)N(Cc2ccco2)Cc2cccs2)cc1 (stereo unspecified)	-7	12	2	-8	-2	-5	2	1	14
4	Cc1ccccc1Cn1c(=O)n(CCCC(=O)NCc2ccco2)c(=O)c2sccc21	-4	-5	2	-4	0	-5	9	-1	11
5	Cc1ccccc1-c1ccc(Nc2ccc(C(=O)N3CCOCC3)cc2)nn1	-3	4	0	-17	-1	1	-1	-1	16
6	CCOc1ccccc1NC(=O)C(=O)/C=C(\O)c1cc(OC)ccc1OC	-5	4	-2	-7	2	-1	5	-1	6
7	CC(C)Oc1ccc(CCC(=O)N/N=C/c2ccncc2)cc1	-8	-43	-3	-9	0	2	·	9	18
8	CC(CCc1ccc(O)cc1)NC1C2CC3CC(C2)CC1C3 (stereo unspecified)	10	-2	-1	-13	0	-3	10	1	0
9	COC(=O)c1ccc(OCC(O)CN(CC(C)C)CC(C)C)cc1 (stereo unspecified)	-8	8	-2	-30	-2	3	3	2	9
10	O=C(Nc1ccc(Br)cc1)C1CCCN1S(=O)(=O)c1cccs1 (stereo unspecified)	-9	2	-2	-5	1	-1	-3	26	-8

Reprinted from the part before: 4 compounds; new compounds follow.
no.	mol	RBBP9 inhibitor	NPY-Y2 PAM-ag	Runt-SMMHC FRET	MDM2 E3 inh	Runt-CBFb FRET	p97 ATPase inh	NPY-Y1 antag	Hck-Nef inh	NPY1 pot ag
7	CC(C)Oc1ccc(CCC(=O)N/N=C/c2ccncc2)cc1	-8	-43	-3	-9	0	2	·	9	18
8	CC(CCc1ccc(O)cc1)NC1C2CC3CC(C2)CC1C3 (stereo unspecified)	10	-2	-1	-13	0	-3	10	1	0
9	COC(=O)c1ccc(OCC(O)CN(CC(C)C)CC(C)C)cc1 (stereo unspecified)	-8	8	-2	-30	-2	3	3	2	9
10	O=C(Nc1ccc(Br)cc1)C1CCCN1S(=O)(=O)c1cccs1 (stereo unspecified)	-9	2	-2	-5	1	-1	-3	26	-8
11	CCn1c(SCC(N)=O)nc2cc(S(=O)(=O)N3CCOCC3)ccc21	-3	-2	-5	-5	-1	-2	0	27	2
12	CCC1(C)Cc2ccccc2-c2nc3n(c(=O)c21)CCCCC3 (stereo unspecified)	-10	-7	4	-2	0	-3	4	3	-13
13	Cc1ccc(C)c(NC(=O)Cc2nc(CCl)cs2)c1	2	-3	3	22	3	5	-2	7	8
14	Cc1nc(C)c(C(=O)NNS(=O)(=O)c2ccc3ccccc3c2)s1	2	-3	1	-5	0	1	-1	3	7
15	Cc1ccc(Nc2ccccc2N)cc1	-6	21	-2	-8	0	-2	3	8	33
16	CCOc1ccc(C(=O)/C=C/c2ccc(SC)cc2)cc1	0	-13	-16	-30	-4	5	5	3	-11
17	CC(=O)c1c(NCCc2ccccc2)cc(C)oc1=O	-8	-8	8	-7	1	-2	2	2	-9
18	O=C(CSc1ccccc1)Nc1nnc(COc2ccc(Cl)cc2)s1	-11	-12	31	-5	42	0	6	8	-25
19	CCc1ccc(C2=NN(CCC(=O)NC(C)CCc3ccccc3)C(=O)CC2)cc1 (stereo unspecified)	-8	-15	-6	1	-4	-10	7	21	-10
20	Cc1nnc(Nc2ccccc2F)s1	-3	-9	0	-8	1	5	·	26	22

A draw from above in order of formula weight, rising:
no.	mol	RBBP9 inhibitor	NPY-Y2 PAM-ag	Runt-SMMHC FRET	MDM2 E3 inh	Runt-CBFb FRET	p97 ATPase inh	NPY-Y1 antag	Hck-Nef inh	NPY1 pot ag
15	Cc1ccc(Nc2ccccc2N)cc1	-6	21	-2	-8	0	-2	3	8	33
17	CC(=O)c1c(NCCc2ccccc2)cc(C)oc1=O	-8	-8	8	-7	1	-2	2	2	-9
11	CCn1c(SCC(N)=O)nc2cc(S(=O)(=O)N3CCOCC3)ccc21	-3	-2	-5	-5	-1	-2	0	27	2

The list goes on.
no.	mol	RBBP9 inhibitor	NPY-Y2 PAM-ag	Runt-SMMHC FRET	MDM2 E3 inh	Runt-CBFb FRET	p97 ATPase inh	NPY-Y1 antag	Hck-Nef inh	NPY1 pot ag
21	O=C(CCN1C(=O)C2C3C=CC(C3)C2C1=O)NCCc1ccccc1Cl (stereo unspecified)	-11	-5	-1	-14	-6	3	1	0	-18
22	O=C(NC(=O)c1cccc(OC(F)(F)C(F)F)c1)OC1CCS(=O)(=O)C1 (stereo unspecified)	4	-9	-4	-1	-1	-3	5	-4	3
23	O=Cc1c(SCCO)nc2ccccn2c1=O	-3	0	3	-10	1	8	·	19	11
24	COc1cc(C2c3c(-c4cc(Cl)c(C)cc4O)n[nH]c3C(=O)N2Cc2cccnc2)ccc1O (stereo unspecified)	-14	4	-2	-8	-2	6	1	-2	8
25	CSc1nc2sc3c(c2c2nncn12)CCC3	-7	-4	2	-9	-1	0	5	3	2
26	O=P(O)(CP(=O)(c1ccccc1)c1ccccc1)c1ccccc1	-1	10	-2	-31	-2	4	0	0	-4
27	Cc1ccc(NC(=S)N(CCCN2CCOCC2)Cc2ccco2)cc1	0	-7	1	-17	3	4	6	-19	-1
28	COc1ccc(NC(=O)c2ccccc2[N+](=O)[O-])cc1OC	-7	13	0	-2	0	-1	-3	0	-17
29	CCOc1ccc(NS(=O)(=O)c2cc(Cl)ccc2OC)cc1	-2	3	-5	-5	-1	-2	-1	0	5
30	O=C(N/N=C1\CCCc2oc(C(=O)O)cc21)c1ccccc1	-7	4	1	-10	-2	-1	-1	24	7

Continuation:
no.	mol	RBBP9 inhibitor	NPY-Y2 PAM-ag	Runt-SMMHC FRET	MDM2 E3 inh	Runt-CBFb FRET	p97 ATPase inh	NPY-Y1 antag	Hck-Nef inh	NPY1 pot ag
31	CC(=O)NCCn1c(SCC(=O)c2ccc(Cl)cc2)nc2ccccc2c1=O	-6	2	-1	11	-1	-5	-1	0	21
32	CN(C)CCNC(=O)Nc1cccc(Cl)c1Cl	-1	0	3	-2	1	1	2	1	-27
33	Oc1c(Br)cc(Br)cc1/C=N/NC(=S)N[C@H]1CC2C=CC1C2 (stereo partly specified)	3	3	90	-19	25	8	·	-31	30
34	O=C(CCc1ccccc1)Nc1ccc(NC(=O)C2CCCCC2)nc1	3	-1	-1	16	-2	6	-2	20	-1
35	CCOC(=O)c1ccc2ncc(C(=O)OCC)c(NCCN(C)C)c2c1	-1	-6	·	·	·	-7	1	25	-29
36	CN1CCc2nc3sc(C(=O)NCc4ccccc4)c(N)c3cc2C1	-5	-4	2	6	28	-4	-2	-25	2
37	O=C(COC(=O)[C@@H]1CC(O)CN1S(=O)(=O)c1ccccc1[N+](=O)[O-])Nc1ccc2ccccc2c1 (stereo partly specified)	-3	-5	-1	-11	-6	0	-1	3	-1
38	CC(=O)c1c(C)n(CCO)c2ccc(O)cc12	0	6	-4	-5	5	4	5	-1	-9
39	C=CCc1cccc2cc(C(=O)NNC(=O)CC#N)c(=O)oc12	-5	-11	0	-8	1	1	·	20	-18
40	CCC(C)NC(=O)CN(c1cc(C)ccc1OC)S(C)(=O)=O (stereo unspecified)	0	18	3	-20	1	3	0	1	10

(list continues)
no.	mol	RBBP9 inhibitor	NPY-Y2 PAM-ag	Runt-SMMHC FRET	MDM2 E3 inh	Runt-CBFb FRET	p97 ATPase inh	NPY-Y1 antag	Hck-Nef inh	NPY1 pot ag
41	CCOC(=O)N1CCC(c2cc(=O)n3[nH]cc(C(=O)OC)c3n2)CC1	-6	18	-3	-12	1	9	0	26	8
42	O=C(COC(=O)c1cc([N+](=O)[O-])ccc1NCCO)c1ccc(Cl)cc1	-6	3	2	-9	-1	0	-3	2	-16
43	COc1ccc(CNC(=O)CCCCCNc2nc(=S)[nH]c3ccccc23)cc1	-12	2	-6	-2	-1	5	2	33	0
44	CSCCC(NS(=O)(=O)/C=C/c1ccccc1)C(=O)O (stereo unspecified)	-3	-11	2	-10	-1	5	1	22	-2
45	CC1=CC(C)[C@H](/C=N/n2c(=O)[nH]c3c([nH]c4ccc(C)cc43)c2=O)C(C)C1 (stereo partly specified)	-5	-5	2	-93	·	-3	4	-15	0
46	Cc1nc(CNS(=O)(=O)c2cccc(F)c2)cs1	-10	-2	0	·	-3	-3	-6	6	-16
47	CNc1nc(N)c([N+](=O)[O-])c(Nc2cccc(Cl)c2)n1	-6	16	-3	13	0	-1	·	16	9
48	Cc1c(NS(=O)(=O)c2cccs2)cccc1-c1nc2cccnc2s1	-6	14	-2	-9	-1	3	·	6	10
49	COc1ccc(C(=O)Oc2ccc(C(=S)N3CCCC3)cc2)cc1OC	5	1	6	5	1	6	0	8	7
50	O=C(CN1CCCCCC1)NN(Cc1ccccc1)c1ccccc1	-4	-24	-8	-5	1	4	·	1	-4

Next part.
no.	mol	RBBP9 inhibitor	NPY-Y2 PAM-ag	Runt-SMMHC FRET	MDM2 E3 inh	Runt-CBFb FRET	p97 ATPase inh	NPY-Y1 antag	Hck-Nef inh	NPY1 pot ag
51	Cc1ccc(S(=O)(=O)NCC(=O)OCC(=O)NCc2ccc(F)cc2)cc1	2	1	-1	-4	-1	-5	-9	-5	-1
52	CCc1ccc2[nH]c3nc(SCc4nnc(-c5ccccc5)o4)nnc3c2c1	-7	-2	-6	·	-1	5	·	28	16
53	CN(C)/C=C(/C(=O)c1ccc(Cl)cc1)S(=O)(=O)c1ccc(Cl)cc1	-10	-3	4	-7	1	4	5	-1	-1
54	CCNc1nc(NCC)nc(Oc2ccc(OCC)nn2)n1	-3	19	3	2	-1	3	-1	-2	7

Rows were taken by chance; 3.5% or so of the library scored in one or more.
